TROY NFkB inh: blocks TROY-dependent signaling in reporter cells; inhibition, % at 10 µM; 360,000 tested, 0.98% active; Q293 LMP1-TROYcd NF-kB luciferase reporter, 4 h;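 active = compounds whose plate-normalised and pattern-corrected inhibition of the luciferase reporter signal at the single screening dose is 50% or more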
NR2F2 inh: blocks human COUP-TFII nuclear receptor. P24468. HEK293T NGFI-A luciferase reporter, luminescence. inhibition, % at 8.6 µM. 370,000 tested, 0.7% active. AID 686940;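 active = inhibition above a per-plate cutoff, mean inhibition of test wells between control levels plus 3 SD, cut at about 38% in these data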;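 note: cells cotransfected with COUP-TFII expression vector driving the NGFI-A reporter; 0% = median of COUP-TF2 test wells and 100% = reporter-only cells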
Target sequence (P24468 whole entry, looked up): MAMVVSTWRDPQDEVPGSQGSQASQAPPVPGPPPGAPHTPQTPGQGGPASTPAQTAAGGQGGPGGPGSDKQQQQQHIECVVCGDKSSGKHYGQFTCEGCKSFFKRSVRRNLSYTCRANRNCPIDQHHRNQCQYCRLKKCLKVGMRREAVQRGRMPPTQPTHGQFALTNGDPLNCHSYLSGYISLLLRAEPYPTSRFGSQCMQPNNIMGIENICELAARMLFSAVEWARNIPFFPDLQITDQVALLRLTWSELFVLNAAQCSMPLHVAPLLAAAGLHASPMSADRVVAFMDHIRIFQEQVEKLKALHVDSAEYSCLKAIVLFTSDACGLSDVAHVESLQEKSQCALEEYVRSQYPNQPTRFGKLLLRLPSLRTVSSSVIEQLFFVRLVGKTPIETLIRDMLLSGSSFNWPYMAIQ
NCOA3 inh: inhibits human SRC3 coactivator; Q9Y6Q9; HEK293 GAL4-SRC3 luciferase reporter, luminescence; inhibition, % at 3.6 µM; 360,000 tested, 0.17% active;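 active = inhibition above a per-campaign cutoff, the mean of all compounds plus 3 SD, cut at about 60% in these data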;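 note: 0% = DMSO-treated cells and 100% = gossypol-treated cells at 36 µM; higher means less SRC3-driven luciferase light from the GAL4 reporter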
SRC1 inh: human NCOA1 inhibition. Q15788. HEK293 GAL4-SRC1 luciferase reporter, luminescence. inhibition, % at 3.6 µM. 360,000 tested, 0.12% active. AID 588354;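 active = inhibition above the campaign mean plus 3 SD, with each screening campaign given its own cutoff, cut at about 60% in these data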;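 note: 0% = DMSO treated cells and 100% = gossypol at 36 µM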
EBV LMP1 NFkB: reduces LMP1-driven NF-kappaB luciferase signal | 350,000 tested, 0.69% active | AID 504558 | inhibition, % at 12.5 µM | LMP1-induced NF-kappaB luciferase reporter cells, luminescence; in the data active = inhibition above about 41%;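 note: 0% = neutral control wells and 100% = reference inhibitor control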
TWEAK-Fn14 inh: blocks TWEAK-Fn14 interaction in a reporter cell assay. inhibition, % at 10 µM. 360,000 tested, 2% active. TWEAK-stimulated Fn14 reporter cells, luciferase luminescence, 8 h; in the data active = inhibition above about 50%
CF NFkB inh: cystic fibrosis NF-kB activation inhibition; AID 588850; KKLEB NF-kB-GFP reporter, PAF-induced, GFP fluorescence overnight; 360,000 tested, 0.86% active; inhibition, % at 5 µM;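 active = at least 50% inhibition at 5 µM, scaled per plate between neutral and stimulator controls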;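 note: PAF is a Pseudomonas aeruginosa culture filtrate used as stimulus; plate controls were PAF-stimulated DMSO wells for no effect and unstimulated DMSO wells for full effect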
SRC2 inh: human SRC2 (NCOA2) inhibition; inhibition, % at 9 µM; AID 651957; 370,000 tested, 0.17% active; HEK293 GAL4-SRC2 luciferase reporter, luminescence;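 active = inhibition above the mean inhibition of all tested compounds plus 3 SD, set per campaign, cut at about 52% in these data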;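 note: 0% = DMSO treated cells and 100% = cells given Gossypol at 36 µM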
KKLEB tox: counter-screen for CF NF-kB inhibitors: cytotoxicity; activity change (cytotoxicity), % at 5 µM; KKLEB CF airway cells viability, ATPlite luminescence, overnight; hits give low values; cells stimulated with P. aeruginosa culture filtrate; 360,000 tested, 0.36% active;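 active = corrected activity change at or below -50% at 5 µM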
NR5A2 inv ag: inverse agonists of human LRH-1 (NR5A2); inhibition, % at 3.6 µM; O00482; HEK293T StAR-luciferase reporter, LRH-1 transfected, 24 h; AID 602396; 360,000 tested, 0.13% active;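 active = inhibition above the mean inhibition of all tested compounds plus 3 SD, cut at about 73% in these data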;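 note: 0% = DMSO wells and 100% = reporter-only cells lacking LRH-1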
Target sequence (O00482 whole entry, looked up): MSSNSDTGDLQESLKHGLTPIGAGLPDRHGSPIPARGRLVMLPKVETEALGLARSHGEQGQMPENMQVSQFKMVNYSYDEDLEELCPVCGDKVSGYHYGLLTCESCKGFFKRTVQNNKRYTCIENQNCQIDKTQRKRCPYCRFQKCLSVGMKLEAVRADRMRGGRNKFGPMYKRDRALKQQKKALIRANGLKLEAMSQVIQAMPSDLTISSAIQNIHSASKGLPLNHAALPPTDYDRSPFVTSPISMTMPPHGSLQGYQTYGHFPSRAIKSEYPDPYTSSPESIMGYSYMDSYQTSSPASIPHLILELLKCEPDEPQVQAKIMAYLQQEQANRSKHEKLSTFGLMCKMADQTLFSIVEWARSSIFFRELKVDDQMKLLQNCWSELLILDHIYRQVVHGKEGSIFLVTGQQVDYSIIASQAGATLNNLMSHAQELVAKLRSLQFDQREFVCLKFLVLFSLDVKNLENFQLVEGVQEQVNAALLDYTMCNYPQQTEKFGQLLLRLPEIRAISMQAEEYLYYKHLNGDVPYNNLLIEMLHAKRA
C8 TRAIL sens: caspase-8 TRAIL sensitization | NB7+C8 cells + TRAIL, ATPlite viability luminescence | inhibition (viability loss, TRAIL sensitization), % at 10 µM | 360,000 tested, 1% active | AID 624354;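 active = compounds causing at least 50% loss of cell viability in the single-dose screen, relative to plate controls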
The depositor's hits bear a star; . = no result given.

Start of the listing, in advance, 14 compounds:
SMILES	TROY NFkB inh	NR2F2 inh	NCOA3 inh	SRC1 inh	EBV LMP1 NFkB	TWEAK-Fn14 inh	CF NFkB inh	SRC2 inh	KKLEB tox	NR5A2 inv ag	C8 TRAIL sens
CC(=O)c1ccc(NCCC(=O)c2ccccc2)cc1	49	3	-8	-1	-4	69*	-3	-28	-5	-29	6
COc1ccc(CC(=O)Nc2ccc(S(=O)(=O)NCC3CCCO3)cc2)cc1 (centres undefined)	11	1	-6	8	15	19	-7	-21	-2	16	18
COc1cccc(C2C(C(=O)c3ccc(C)o3)=C(O)C(=O)N2CCN2CCOCC2)c1 (centres undefined)	-9	5	-24	-14	-1	-4	-16	-1	3	-7	11
Cn1cc(CCC(=O)NC2CC(C)(C)Cc3c2cnn3-c2ccc(F)cc2)cn1 (centres undefined)	3	7	-12	-9	-4	5	3	-5	0	-9	-4
COc1ccc(C(=O)NCCONC(=O)c2ccc(OC)cc2)cc1	-10	-21	5	2	-3	14	0	1	0	-13	2
O=C(Nc1scc(-c2ccc(Br)cc2)c1C(=O)O)c1ccccc1F	-16	2	46	26	-5	40	6	-19	3	7	1
COc1ccc2oc(-c3cccc(NC(=O)CSc4ccc(Cl)cc4)c3)nc2c1	-19	-11	-61	-90	-10	-44	-21	-15	-6	-16	8
CN(C)CCNC(=O)c1cccc(S(=O)(=O)Nc2ccc(F)cc2)c1	-17	-3	4	-16	-1	13	-7	3	3	7	-5
CC(C)(C)C(=O)N(CCN(C(=O)C(C)(C)C)c1ccccc1)c1ccccc1	3	15	-9	-28	4	8	11	-13	-24	17	-4
Cc1[nH]c2ccccc2c1C(Nc1nccs1)c1ccncc1 (centres undefined)	3	4	-1	-44	3	46	-8	7	-2	-4	-6
CN(C)C(CN1C(=O)C2CC=CCC2C1=O)c1cn(C)c2ccccc12 (centres undefined)	-8	1	9	-13	1	-13	19	15	-21	8	-5
CC(C)CCNC(=O)C(c1ccncc1)N(CC1CCCO1)C(=O)Cn1nnc(-c2ccc(F)cc2)n1 (centres undefined)	-11	8	11	9	-3	10	12	-4	-2	-13	2
Cc1cc(-n2nc(C)cc2C)nc(NS(=O)(=O)c2ccccc2)n1	7	-14	4	1	6	-4	11	7	-12	-10	-12
Cc1cccc(NC(=O)CSc2nc(C)nc3c2c(=O)n(C)c(=O)n3C)c1	11	1	-3	-16	7	15	12	-26	-3	6	23

The whole of this part, previewed entries included:
SMILES	TROY NFkB inh	NR2F2 inh	NCOA3 inh	SRC1 inh	EBV LMP1 NFkB	TWEAK-Fn14 inh	CF NFkB inh	SRC2 inh	KKLEB tox	NR5A2 inv ag	C8 TRAIL sens
CC(=O)c1ccc(NCCC(=O)c2ccccc2)cc1	49	3	-8	-1	-4	69*	-3	-28	-5	-29	6
COc1ccc(CC(=O)Nc2ccc(S(=O)(=O)NCC3CCCO3)cc2)cc1 (centres undefined)	11	1	-6	8	15	19	-7	-21	-2	16	18
COc1cccc(C2C(C(=O)c3ccc(C)o3)=C(O)C(=O)N2CCN2CCOCC2)c1 (centres undefined)	-9	5	-24	-14	-1	-4	-16	-1	3	-7	11
Cn1cc(CCC(=O)NC2CC(C)(C)Cc3c2cnn3-c2ccc(F)cc2)cn1 (centres undefined)	3	7	-12	-9	-4	5	3	-5	0	-9	-4
COc1ccc(C(=O)NCCONC(=O)c2ccc(OC)cc2)cc1	-10	-21	5	2	-3	14	0	1	0	-13	2
O=C(Nc1scc(-c2ccc(Br)cc2)c1C(=O)O)c1ccccc1F	-16	2	46	26	-5	40	6	-19	3	7	1
COc1ccc2oc(-c3cccc(NC(=O)CSc4ccc(Cl)cc4)c3)nc2c1	-19	-11	-61	-90	-10	-44	-21	-15	-6	-16	8
CN(C)CCNC(=O)c1cccc(S(=O)(=O)Nc2ccc(F)cc2)c1	-17	-3	4	-16	-1	13	-7	3	3	7	-5
CC(C)(C)C(=O)N(CCN(C(=O)C(C)(C)C)c1ccccc1)c1ccccc1	3	15	-9	-28	4	8	11	-13	-24	17	-4
Cc1[nH]c2ccccc2c1C(Nc1nccs1)c1ccncc1 (centres undefined)	3	4	-1	-44	3	46	-8	7	-2	-4	-6
CN(C)C(CN1C(=O)C2CC=CCC2C1=O)c1cn(C)c2ccccc12 (centres undefined)	-8	1	9	-13	1	-13	19	15	-21	8	-5
CC(C)CCNC(=O)C(c1ccncc1)N(CC1CCCO1)C(=O)Cn1nnc(-c2ccc(F)cc2)n1 (centres undefined)	-11	8	11	9	-3	10	12	-4	-2	-13	2
Cc1cc(-n2nc(C)cc2C)nc(NS(=O)(=O)c2ccccc2)n1	7	-14	4	1	6	-4	11	7	-12	-10	-12
Cc1cccc(NC(=O)CSc2nc(C)nc3c2c(=O)n(C)c(=O)n3C)c1	11	1	-3	-16	7	15	12	-26	-3	6	23
O=C(Nc1cccc(-n2cccn2)c1)C1CCCN(Cc2ccccc2F)C1 (centres undefined)	0	5	8	10	-2	-10	10	7	10	-6	-5
CCOC(=O)c1nnn(-c2nonc2N)c1-c1ccc(OC)cc1	9	12	5	-5	7	-10	4	-14	-3	-24	-7
COC(=O)C1=C(C)N(C)C(=O)NC1c1ccc(O)c(Cl)c1 (centres undefined)	5	17	-1	5	1	1	-10	-6	12	4	2
Brc1ccc(-c2ccccc2)cc1	-2	3	5	2	1	-6	-11	-13	-6	-4	15
O=c1cc(CS(=O)(=O)c2ccccc2)nc(-c2ccncc2)[nH]1	-16	-3	15	-13	0	8	-5	-12	14	-6	4
C=CCn1c(=N)n(CC(=O)c2ccc(Br)cc2)c2ccccc21	-9	-22	4	-17	0	-27	-32	-18	1	-13	-11
COc1ccc(CCN2C(=O)CS/C2=N\NC(=O)c2cccs2)cc1OC	-20	-6	6	15	1	-7	4	19	7	23	0
O=C(NC(=S)Nc1cccc2c(O)cccc12)c1ccco1	9	-1	-9	-16	-9	29	-2	-11	16	21	0
COc1ccc(N2CC(C(=O)N(C)CC(=O)Nc3ccc(Cl)c(C(F)(F)F)c3)CC2=O)c(OC)c1 (centres undefined)	29	27	7	11	5	-4	7	7	14	2	39
O=C(NC1CCCC1)C(c1ccsc1)N(C(=O)Cc1cccs1)c1ccc(F)cc1 (centres undefined)	1	17	8	-13	1	-3	21	-7	-6	-10	-21
CN(C)S(=O)(=O)c1cccc(NC(=O)COc2cccc3ccccc23)c1	10	6	4	-28	-7	9	36	9	-26	7	6
COc1ccc(N(CC(=O)Nc2ccc(C(C)C)cc2)S(=O)(=O)c2c(C)noc2C)cc1	18	14	4	0	1	22	0	-3	-14	-7	15
COC(=O)N/N=C/c1cn(CCOc2ccc(OC)cc2)c2ccccc12	-5	17	-12	4	.	15	9	1	6	-11	-6
COc1cc(C2OC(=O)c3ccccc3S2)cc(OC)c1OC (centres undefined)	-4	-3	-9	-1	2	1	7	-22	-9	-8	11
CC1(C(=O)NS(=O)(=O)c2ccccc2)CCN1C(=O)Cc1cccc2ccccc12 (centres undefined)	-15	-15	-14	8	.	6	11	-32	-9	1	0
CCOC(=O)c1sc(=S)n(C)c1NC(=O)c1ccccc1Cl	-1	-5	5	-16	4	3	-13	-4	3	26	-2

A stretch taken from the entries so far, for reference:
SMILES	TROY NFkB inh	NR2F2 inh	NCOA3 inh	SRC1 inh	EBV LMP1 NFkB	TWEAK-Fn14 inh	CF NFkB inh	SRC2 inh	KKLEB tox	NR5A2 inv ag	C8 TRAIL sens
COc1ccc(N2CC(C(=O)N(C)CC(=O)Nc3ccc(Cl)c(C(F)(F)F)c3)CC2=O)c(OC)c1 (centres undefined)	29	27	7	11	5	-4	7	7	14	2	39
O=C(NC1CCCC1)C(c1ccsc1)N(C(=O)Cc1cccs1)c1ccc(F)cc1 (centres undefined)	1	17	8	-13	1	-3	21	-7	-6	-10	-21

More records:
SMILES	TROY NFkB inh	NR2F2 inh	NCOA3 inh	SRC1 inh	EBV LMP1 NFkB	TWEAK-Fn14 inh	CF NFkB inh	SRC2 inh	KKLEB tox	NR5A2 inv ag	C8 TRAIL sens
C/C(=N\O)c1c(C)c2ccccc2n1C	25	-7	-2	-15	14	-22	4	-19	-11	9	8
CCN(CC)Cc1c(C(=O)OC(C)C)nnn1-c1nonc1N	-3	13	16	-9	-10	14	-14	-1	4	-6	4
CC(=O)NC(CCS(C)(=O)=O)C(=O)Nc1ccccc1 (centres undefined)	5	-11	7	-5	4	7	2	7	-2	19	-10
O=C(CCSc1nnc2ccccn12)Nc1ccc(F)cc1	-5	-12	12	-21	0	6	4	-41	6	7	-5
CC(=O)NCCc1ccc(-c2csc(NC(=O)C3CC(=O)N(C4CCCC4)C3)n2)cc1 (centres undefined)	7	10	-7	6	9	-4	-6	1	-1	11	5
CN(Cc1ccc(C(F)(F)F)cc1)C(=O)C1CC(=O)N(Cc2ccco2)C1 (centres undefined)	8	15	-23	-2	-7	4	7	8	-2	26	-6
O=C(/C=C/[C@H]1O[C@@H](n2cnc3c(NC(=O)c4ccccc4)ncnc32)[C@H](O)[C@@H]1O)NCCCN1CCCC1=O	7	12	-2	10	.	-4	-23	13	6	-14	25
CCOC(=O)Cn1c(CN2CCN(c3cccc(Cl)c3)CC2)nc2c1c(=O)[nH]c(=O)n2C	4	-3	5	12	-3	-6	13	-8	2	-16	0
CCc1ccc2oc(=O)cc(CN(C)Cc3ccccc3)c2c1	4	8	0	7	2	-12	14	-6	0	-14	4
COc1ccc(CCN2CC(C(=O)NCCc3ncccc3C)CCC2=O)cc1 (centres undefined)	-18	-18	-6	2	1	-14	-18	-2	1	8	2
Cc1nn(C)cc1C(C(=O)NC1CCCCC1)N(C(=O)Cc1cccs1)c1ccc(F)cc1 (centres undefined)	4	-8	13	-16	1	-1	4	2	-18	-13	-2
COc1cc(C2C(C(=O)OC(C)C)=C(C)Nc3ncnn32)cc(OC)c1OC (centres undefined)	4	-7	-9	-6	5	-3	-13	4	13	30	-2
O=C(OC(C(=O)NCC1CCCO1)c1ccc(F)cc1)c1ccco1 (centres undefined)	8	5	9	-17	3	12	-6	7	-12	-18	-5
CCOC(=O)c1ncn2c1C(=O)OC2(C)C	-5	14	11	-22	4	3	16	-13	2	2	1
COc1ccc(NC(=O)c2cc(CN3C(=O)c4ccccc4C3=O)ccc2OC)cn1	9	2	12	6	5	8	11	0	-2	6	12
CCOc1ccc(N=C(/C(C(=O)C(=O)N2CCOCC2)=C(/O)c2ccccc2)c2ccccc2)cc1	-30	-47	-69	-71	-9	-26	0	-53	-1	-91	-8
COc1cc(OC)cc(C(=O)N[C@H](C(=O)NCCc2c[nH]c3ccccc23)C(C)C)c1	25	2	0	8	-7	6	5	-2	0	13	8
CCOc1ccc(C(=O)NCC(=O)NNC(=O)CN(C)S(=O)(=O)c2ccc(Cl)cc2)cc1OCC	8	11	12	-12	-5	16	2	-16	8	-33	-1
CCOC(=O)C1=C(C)N(C)C(=O)NC1c1c(C)nn(-c2ccccc2)c1C (centres undefined)	7	7	10	-4	2	-3	0	-9	1	0	-10
Cc1cccc(C)c1-n1c(C)nn(-c2ncc(C(F)(F)F)cc2Cl)c1=O	-2	13	15	0	-1	1	-2	24	-2	-4	-19
O=C(Nc1ccc2c(c1)OCO2)c1ccc(=O)[nH]n1	-41	-22	-9	-92	-12	-2	-4	4	3	-18	11
C=CCN(CC=C)S(=O)(=O)c1ccc(NC(=S)NC(=O)/C=C/c2ccccc2)cc1	10	-1	-24	-17	1	13	15	13	7	-2	19
